# Assay outcomes deposited in PubChem BioAssay by several laboratories.
# SF-1 act: activators of human SF-1, primary screen, cell-based, CHO-K1, Gal4-SF-1 LBD, luciferase luminescence; CHO-K1 Gal4-SF-1 LBD luciferase reporter; % increase over DMSO SF-1-specific signal; 65,000 compounds, 1.9% hits; activation, % at 10 µM; Steroidogenic factor 1 (Homo sapiens), Q13285;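 active = activation above the mean activation of all tested compounds plus 3 SD, cut at about 50% in these data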
# Target sequence (Q13285 whole entry, looked up, the tested form may be a part): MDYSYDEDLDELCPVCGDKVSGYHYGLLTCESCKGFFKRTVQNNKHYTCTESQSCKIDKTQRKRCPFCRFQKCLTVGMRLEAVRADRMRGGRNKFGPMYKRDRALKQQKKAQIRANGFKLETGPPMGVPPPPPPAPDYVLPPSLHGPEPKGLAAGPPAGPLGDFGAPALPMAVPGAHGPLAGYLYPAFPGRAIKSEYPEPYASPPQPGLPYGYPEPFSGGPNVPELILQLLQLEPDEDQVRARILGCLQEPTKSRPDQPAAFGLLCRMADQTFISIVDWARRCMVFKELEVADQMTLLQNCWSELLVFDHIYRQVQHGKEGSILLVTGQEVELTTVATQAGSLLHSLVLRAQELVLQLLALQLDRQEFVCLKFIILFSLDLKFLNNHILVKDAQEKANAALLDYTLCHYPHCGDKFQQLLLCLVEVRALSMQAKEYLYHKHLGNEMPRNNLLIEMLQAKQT
#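 Material: Transient Gal4-SF-1 LBD reporter, CHO-K1 | Input: 4,000 cells/well | Dosing: One dose, 10 µM compound, 1% DMSO | Incubation: 20 h compound treatment, 37 °C | Detection: SteadyLite luciferase luminescence | Evaluation: Percent activation relative to DMSO median and mock-transfected background | Benchmarks: DMSO-treated SF-1-transfected cells as negative, DMSO-treated mock-transfected cells lacking SF-1 as background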
# NADH coupling: inhibitors of PK/LDH coupling enzymes, profiling panel, artefact control, biochemical, MLSMR library | AID 774, 2007 | IC50, µM (titrated, usually from 10 µM), inactives show at the top dose inhibition | coupled PK/LDH NADH assays, four targets | 65,000 compounds, 0.02% hits;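 active = single-dose screening hits from any of four coupled enzyme assays that gave an IC50 when retested across doses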;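 note: the DPM-DC format reads NADH fluorescence rather than 340 nm absorbance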
# M1 ag: M1 muscarinic receptor agonists, primary screen, CHO-M1 cells, Fluo-4 calcium, agonist mode; B-score at 10 µM; Fluo-4 calcium fluorescence; stronger effect = higher value; 64,000 compounds, 3% hits; Muscarinic acetylcholine receptor M1;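 active = fluorescence rise, raw or as B-score row- and column-corrected plate score, outside the 99.7% band of its plate's samples, either direction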
# D1 allo mod: D1 CRE-luciferase signal change, two-sided – cell-based, HEK293 D1, dopamine EC30, D1 allosteric modulator project, primary screen; D(1A) dopamine receptor (Homo sapiens), P21728; dopamine EC30 potentiation; actives deviate in either direction; B-score at 10 µM; 58,000 compounds, 5.9% hits; AID 641, 2007;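 active = luminescence count or its row- and column-corrected plate score outside the 99.7% band of the plate's sample wells, on either side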
# Jurkat tox 60K: cytotoxicity toward Jurkat T cells, primary screen, cytotoxicity control, cell-based, Jurkat E6.1, 60K MLSMR library; AID 463, 2006; Jurkat E6.1 viability, ATP luminescence, 48 h; inhibition, % at 4 µM; 56,000 compounds, 1.2% hits;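 active = inhibition above the mean inhibition of all tested compounds plus 3 SD, cut at about 28% in these data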
# TNAP act mid DEA: human TNAP enzyme activators, primary screen, biochemical, luminescent, intermediate phosphate acceptor level | Alkaline phosphatase, tissue-nonspecific isozyme (Homo sapiens), P05186 | purified TNAP, CDP-star luminescence, 100 mM DEA, 30 min; stronger effect = higher value; scale: 0 levamisole-inhibited, 1 vehicle-only enzyme | activation factor at 20 µM | 64,000 tested, under 10 active;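 active = activation factor of at least 2 at 20 µM, relative to controls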
# tolC growth inh: growth inhibitors of E. coli tolC mutant, primary screen, strain BW25113 ΔtolC::kan, 384-well; OD615; growth inhibition, % at 10 µM (by protocol); 65,000 compounds, 2.2% hits; AID 573, 2007;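 active = growth inhibition at or above a cutoff equal to the mean over every tested compound plus 3 SD, cut at about 60% in these data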;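 note: growth measured after 20 h incubation at 37 °C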
#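 Signal: optical density read at 615 nm; Assay system: E. coli ΔtolC::kan strain BW25113; Times: 20 h incubation with compound, 37 °C; Dosing: 10 µM final, single dose.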
# M1 antag: antagonists of rat M1 muscarinic receptor; B-score at 10 µM; CHO-M1 cells, Fluo-4 calcium, ACh EC80 antagonist mode; stronger effect = lower value; Muscarinic acetylcholine receptor M1 (Rattus norvegicus), P08482; 64,000 compounds, 3.4% hits;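 active = calcium fluorescence response, raw or row-and-column corrected B-score, differing from the plate sample mean either way at a set confidence level, mostly lower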
# Target sequence (P08482 whole entry, looked up): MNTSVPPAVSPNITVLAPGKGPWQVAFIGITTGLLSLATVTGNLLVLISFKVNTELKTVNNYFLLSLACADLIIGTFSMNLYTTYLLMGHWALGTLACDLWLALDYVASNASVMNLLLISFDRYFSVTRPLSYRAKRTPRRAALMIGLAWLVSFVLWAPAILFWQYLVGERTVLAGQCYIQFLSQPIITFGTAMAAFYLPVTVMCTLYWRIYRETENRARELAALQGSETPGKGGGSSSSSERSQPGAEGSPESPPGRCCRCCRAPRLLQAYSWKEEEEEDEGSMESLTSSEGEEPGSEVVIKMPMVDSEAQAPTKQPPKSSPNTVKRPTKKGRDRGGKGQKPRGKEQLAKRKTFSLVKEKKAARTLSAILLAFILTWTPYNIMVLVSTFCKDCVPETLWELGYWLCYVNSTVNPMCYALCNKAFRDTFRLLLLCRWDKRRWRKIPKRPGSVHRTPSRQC
# HEK293 NFkB inh: inhibitors of PMA/ionomycin-induced NF-kB reporter, primary screen, antigen receptor NF-kB inhibitor project, cell-based, HEK-293 luciferase reporter, luminescence. 62,000 compounds, 0.21% hits. inhibition, % at 3 µM. HEK-293 NF-kB luciferase reporter. AID 465, 2006;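 active = inhibition above the mean of all tested compounds plus 3 SD, cut at about 40% in these data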;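 note: 0% = stimulated DMSO wells and 100% = 10 µM reference inhibitor 5653914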
#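 Reagent: PMA plus ionomycin mix as NF-kB-activating stimulus. Assay system: NF-kB luciferase reporter HEK-293 cells. Technique: luminescence from luciferase substrate reagent. Incubation: 1 h compound pre-incubation, 16 h PMA/ionomycin at 37 °C. Benchmarks: DMSO only as uninhibited control, 10 µM reference inhibitor as full inhibition. Repeats: tested once.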
# * marks the source's active call; other numbers are inactive results; . = no result given; [ ] = another dose, or the depositor's remark.
no.	SMILES	SF-1 act	NADH coupling	M1 ag	D1 allo mod	Jurkat tox 60K
1	O=C(Cn1nc(Cl)nc1Cl)c1cc2ccccc2oc1=O	-15	12%	-0.71	0.13	-3
2	N#Cc1cn(CC(=O)NCC2CCCO2)c2ccccc12 (configuration not stated)	11	1%	1.8	0.2	-4
3	CCSc1nnc([C@H](C)NC(=O)OC(C)(C)C)o1	-10	5%	-0.42	-0.72	2
4	COc1cccc2cc(C(=O)Nc3cccnc3N3CCOCC3)c(=O)oc12	-4	2%	1.3	-0.0013	.
5	CC1CCCCC1NC(=O)C1CCN(C(=O)c2sccc2-n2cccc2)CC1 (configuration not stated)	-21	1%	-1.3	-0.57	0
6	Cc1ccc(-c2nc(CS(=O)CC(=O)NC3CCC(C)CC3)c(C)o2)cc1 (configuration not stated)	-3	5%	-1.3	0.096	6
7	CCS(=O)(=O)N1CCN(Cc2ccncc2)CC1	0	8%	0.31	.	-5
8	N#CC1=C(SCC(=O)c2cc3ccccc3oc2=O)NC(=O)C(C#N)C12CCCC2 (configuration not stated)	0	6%	3.9	0.8	4
9	COc1cccc(C(=O)Nc2ncc3c(n2)CC(C)CC3=O)c1 (configuration not stated)	-19	5%	-0.11	1.6	-9
10	Cc1nc(NS(=O)(=O)c2ccccc2)sc1NC(=O)OC(C)C	7	10%	-0.014	2.4*	.
11	COc1ccc(Br)cc1C(=O)Nc1cccc(NC(=O)c2ccco2)c1	-13	2%	0.93	-0.51	2
12	CC(=O)N1CCc2c(sc(NC(=O)C3CC3)c2-c2nc3ccccc3s2)C1	-12	3%	6.1*	-0.88	2
13	Cc1cc(=O)oc(C)c1C(=O)N1CCN(Cc2ccc3c(c2)OCO3)CC1	6	0%	0.52	.	.
14	O=C(CSc1nnc(-c2cccs2)o1)NCC1CN(Cc2ccccc2)CCO1 (configuration not stated)	-3	3%	-1	-0.13	1
15	COC(=O)c1cc(CSc2nnc(-c3ccccc3)c(-c3ccccc3)n2)oc1C	-3	7%	-0.027	-0.2	10

no.	TNAP act mid DEA	tolC growth inh	M1 antag	HEK293 NFkB inh
1	0.9	20	-0.33	27
2	0.9	-4	-0.47	-5
3	0.8	2	-0.17	8
4	0.9	9	-0.04	11
5	0.9	1	-0.47	10
6	0.9	3	0.28	25
7	0.9	-42	0.22	20
8	0.9	61*	-0.89	3
9	1	.	-0.00053	-6
10	0.9	10	-0.89	.
11	0.9	36	-0.16	0
12	0.9	20	-1.4	9
13	0.9	4	0.021	.
14	0.9	-2	-0.2	6
15	.	19	-0.012	13

# Compounds above that have two or more sulfur atoms:
no.	SMILES	SF-1 act	NADH coupling	M1 ag	D1 allo mod	Jurkat tox 60K
10	Cc1nc(NS(=O)(=O)c2ccccc2)sc1NC(=O)OC(C)C	7	10%	-0.014	2.4*	.
12	CC(=O)N1CCc2c(sc(NC(=O)C3CC3)c2-c2nc3ccccc3s2)C1	-12	3%	6.1*	-0.88	2
14	O=C(CSc1nnc(-c2cccs2)o1)NCC1CN(Cc2ccccc2)CCO1 (configuration not stated)	-3	3%	-1	-0.13	1

no.	TNAP act mid DEA	tolC growth inh	M1 antag	HEK293 NFkB inh
10	0.9	10	-0.89	.
12	0.9	20	-1.4	9
14	0.9	-2	-0.2	6

# (continued)
no.	SMILES	SF-1 act	NADH coupling	M1 ag	D1 allo mod	Jurkat tox 60K
16	Cc1nc(CNS(=O)(=O)c2cccc(F)c2)cs1	0	3%	0.11	-0.32	-1
17	CC(=O)NCCN=C(C)c1sc2ccccc2c1O	5	6%	0.03	-0.044	-17
18	CCNc1nc(NCc2ccccc2)nc(Oc2ccc(=O)[nH]n2)n1	0	4%	-0.51	0.9	-1
19	CCC(=O)OC1=C2C(=Nc3c(c(=O)n(C)c(=O)n3C)C2c2ccccc2)c2ccccc21 (configuration not stated)	10	5%	-0.19	-0.65	.
20	COc1ccccc1-c1coc2cc(O)cc(O)c2c1=O	5	7%	0.084	-0.19	5
21	Cn1c(=O)[nH]c(=O)c2c1nc(CN1CCN(c3ccc(F)cc3)CC1)n2CCN1CCOCC1	12	2%	0.45	.	1
22	CCOC(=O)N1CCOCCOCCN(C(=O)OCC)CCOCC1	-10	7%	-0.7	0.0028	-8
23	COC(=O)c1ccccc1NC(=O)C(C)NS(=O)(=O)c1ccc(OC)cc1 (configuration not stated)	4	2%	-0.4	0.45	-3
24	COc1ccc(CCNC(=O)C2CCN(c3nn4c(=O)cc(C)nc4s3)CC2)cc1OC	4	6%	4.7*	-0.54	4
25	CCOc1ccc(C2CC(c3cccc(OC)c3)Nc3nc(N)nn32)cc1 (configuration not stated)	-1	2%	-1.1	0.87	-6
26	O=C(NCc1ccccc1)N[C@@H](Cc1ccccc1)C(=O)O	0	3%	0.13	-0.16	-1
27	CC1(C)CC(=O)C2=C(C1)Nc1ccccc1NC2c1ccccn1 (configuration not stated)	-9	8%	0.52	-0.59	3
28	COc1cc(-c2nn3c(Cc4ccccc4)nnc3s2)cc(OC)c1OC	7	5%	-0.55	4*	0
29	CCN(CC)c1ccc(NC(=O)CSc2nc(C)cc(=O)[nH]2)cc1	-13	3%	-0.09	.	1
30	COC(=O)c1ccccc1NC(=O)CN1C(=O)CSC1=O	-5	2%	-0.26	.	-3

no.	TNAP act mid DEA	tolC growth inh	M1 antag	HEK293 NFkB inh
16	0.8	-8	-0.42	-4
17	0.9	10	-0.18	6
18	1	9	-0.011	14
19	0.9	12	-0.39	.
20	1	23	0.68	24
21	0.9	-12	-0.36	4
22	0.9	-7	0.51	6
23	1	16	0.038	3
24	1	-11	-1.6	4
25	0.9	16	0.33	12
26	0.8	-9	1.1	8
27	0.9	1	-0.0031	7
28	0.9	2	0.046	9
29	1	22	-0.81	5
30	1	-3	0.84	14

no.	SMILES	SF-1 act	NADH coupling	M1 ag	D1 allo mod	Jurkat tox 60K
31	Cc1cc(C)nc(NC2=NCC(=O)N2c2ccc(Cl)cc2)n1	0	2%	0.23	0.19	.
32	CCOC(=O)Cn1c(=O)oc2cc(S(=O)(=O)NCCc3ccc(C)cc3)ccc21	.	6%	-0.99	.	.
33	COCCSc1nc2sc3c(c2c(=O)n1-c1ccccc1)CCN(C)C3	-18	.	-0.84	.	.
34	O=C(Nc1ccc2oc(-c3ccccc3F)nc2c1)c1cncc(Br)c1	37	4%	-0.2	.	3
35	COc1ccc(C(=O)Nc2cccnc2)cc1C(=O)Nc1cccnc1	-5	3%	0.23	-0.68	.
36	CCOC(=O)c1cc(-c2ccc(N)cc2)sc1N	-1	3%	0.17	10*	1
37	Cc1cc(C)nc(-n2c(Nc3ccccc3)cc(=O)c3c(C)n(-c4ccccc4)c(=O)nc32)n1	-3	7%	0.2	0.22	-7
38	Cc1ncoc1C(=O)Nc1ccccc1-c1ccccc1	2	5%	0.041	-1.1	-1
39	O=C(Nc1ccc2c(c1)OCO2)OCc1ccccc1	18	3%	0.56	1.4	0
40	C=CCNC(=O)N[C@@H](CCSC)C(=O)OC	-5	0%	0.32	-1.1	2
41	COC(=O)/C=C(\C)NC(=O)c1ccccc1Cl	-14	5%	-0.085	1.3	-12
42	Cn1cc(CNC(=O)Nc2ccc3c(c2)OCO3)cn1	18	8%	0.41	0.06	-5
43	CC(NC(=O)Nc1ccccc1)c1ccccc1 (configuration not stated)	.	10%	-0.46	.	.
44	CCCCn1c(SCC(N)=O)nnc1-c1ccco1	-6	8%	.	1.5	-3
45	CC1CCc2c(sc3c2C2=NS(=O)(=O)CCN2C=N3)C1 (configuration not stated)	-35	3%	-0.7	1.2	-2

no.	TNAP act mid DEA	tolC growth inh	M1 antag	HEK293 NFkB inh
31	0.9	6	0.32	.
32	1	30	-0.7	.
33	0.9	.	-3*	15
34	0.9	12	-0.74	6
35	0.9	15	-0.33	.
36	0.9	24	-0.33	-32
37	0.9	-8	-0.089	1
38	0.9	-6	0.051	14
39	0.9	36	0.15	-39
40	1	-23	-0.41	14
41	0.9	2	0.038	11
42	0.9	-16	-0.98	-4
43	0.9	15	0.2	.
44	0.9	.	.	12
45	0.9	21	-0.13	-5

# Individual results from above.
# In SF-1 act, no. 45 reads -35
# In D1 allo mod, no. 37 reads 0.22
# In NADH coupling, no. 43 reads 10%
# In SF-1 act, no. 36 reads -1

# Next section
no.	SMILES	SF-1 act	NADH coupling	M1 ag	D1 allo mod	Jurkat tox 60K
46	CCc1ccc2c(CN3CCc4ccccc43)cc(=O)oc2c1	8	3%	-0.47	.	.
47	Cc1ccccc1-n1c(=O)cc(N2CCC3(CC2)OCCO3)[nH]c1=O	-7	10%	0.57	-0.031	.
48	CC(NC(=O)C1CCN(S(=O)(=O)N2CCCCCC2)CC1)c1ccccc1 (configuration not stated)	-5	4%	-1.1	1.2	7
49	Cc1noc(C)c1C(=O)Nc1ccccc1-c1ccccc1	-2	1%	0.14	0.4	-2
50	COc1cccc(NC(=O)CSc2nc3c(c(=O)n2C)SC(C)C3)c1 (configuration not stated)	-1	5%	-1	1.8	6
51	O=C(NCCCN1CCOCC1)C1CCC(=O)N1CCc1ccccc1 (configuration not stated)	-12	6%	0.24	-0.069	-7
52	O=C(Nc1cccc2c1CCCC2)c1ccc(Br)o1	-21	5%	-0.016	.	-2
53	O=C(O)c1ccc(-n2nnnc2Oc2ccccc2C(=O)N2CCOCC2)cc1	1	3%	1.5	-0.41	2
54	Cc1ccc2[nH]c3c(NCCCN4CCCC4=O)ncnc3c2c1	8	9%[fluoresces]	-0.27	-1.4	8
55	CCS(=O)(=O)CCSc1nc(C)cc(C)n1	12	5%	0.066	-0.19	-6
56	COCC(C)NC(=O)C1CC(=O)N(c2ccc(C)cc2)C1 (configuration not stated)	-2	8%	0.4	-0.74	-4
57	CCn1c(C)c(CCC(=O)O)c(=O)n2nc(-c3ccccc3OC)cc12	-13	3%[fluoresces]	-0.035	-0.22	5
58	O=C(Nc1ccc2c(c1)OCO2)N1CCN(S(=O)(=O)c2ccc(Cl)cc2)CC1	18	7%	0.95	0.078	-2

no.	TNAP act mid DEA	tolC growth inh	M1 antag	HEK293 NFkB inh
46	0.9	15	-0.023	-5
47	.	-6	-0.5	26
48	0.9	-2	-0.22	9
49	0.9	4	0.15	-1
50	1	-3	-0.093	8
51	0.9	-10	-0.28	10
52	0.9	7	-0.74	8
53	0.9	-6	-0.34	6
54	0.9	-2	-0.74	9
55	1	-1	1.6	0
56	1	-26	-0.38	10
57	0.8	-18	0.55	17
58	0.9	-9	-0.15	4
